Tb PFK block: blocks T. brucei phosphofructokinase; O15648; T. brucei PFK, ADP-Glo luminescence; Potency, µM (highest dose often 57.5 µM), without a hit: top-dose activity, negative = inhibition, most hits filed as inhibitors; 330,000 compounds, 0.17% hits;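 further: potency means the concentration at half of the fitted maximal effect; 0% = uninhibited 1x PFK enzyme wells and -100% = no-enzyme wells; nearly all actives have a fitted effect of over 60% in size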
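ADP-Glo luminescence quantified ADP after 45 min at room temperature, with 1.25 nM T. brucei PFK, 0.1 mM ATP and 0.5 mM fructose-6-phosphate in pH 8.0 TEA buffer. qHTS titrations up to 57 µM; curves classified by quality.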
AT treatment: potential ataxia-telangiectasia treatment. […] A-T fibroblasts, KAP-1 phosphorylation AlphaLISA; neocarzinostatin DNA damage 30 min before lysis. 320,000 compounds, 0.19% hits. Potency, µM (series often up to 57.5 µM), for inactives: at the top dose activation, most hits filed as activators; further: potency means the concentration at half of the fitted maximal effect; % of control where 0% means no effect; nearly all actives have a fitted effect of over 45% in size
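hTERT-immortalized A-T patient fibroblasts ([…]), 500 cells/well in OPTI-MEM, 1% FBS, got compounds for 60 min, then NCS for 30 min at 37C. Lysates were then assayed for phospho-KAP-1 by AlphaLISA (anti-pKAP1 donor, anti-KAP1 acceptor beads), 6 hr at 25C.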
Giardia kill: kills Giardia lamblia; Giardia lamblia trophozoite viability; 340,000 compounds, 0.15% hits; activity change, % at 7.66 µM, hits read low; in the data active means activity change below about -80%; inconclusive means between about -30% and that limit;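 further: parasites exposed to compound for two days anaerobically before the ATP read; on the % scale 0 is the no-effect control and ±100 the full control effect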
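Viability, read as ATP luminescence: trophozoites at 100 cells/well, compound added, 48 hrs anaerobic at 37 deg C, then 15-30 min room-temperature development before reading.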
GALK inhibitor: galactokinase (human) inhibition | P51570 | Purified GALK, Kinase-Glo residual ATP luminescence | Potency, µM (top dose mostly 57.5 µM), for inactives: at the top dose activity change, negative = inhibition, most hits filed as inhibitors | 270,000 compounds, 0.007% hits | AID 1868; further: potency means the concentration at half of the fitted maximal effect; on the % scale 0 is the no-effect control and ±100 the full control effect
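Compounds were pin-transferred into ATP buffer (35 uM final), then GALK plus galactose (5 nM, 100 uM final) was added. After 1 h at room temperature, Kinase-Glo Plus was added and luminescence read after 10 min.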
TCR act: activators of T cell receptors; AID 504894; primary human leukocytes, anti-CD3, IL-2 HTRF, 48 h; Potency, µM (highest dose often 9.22 µM), for inactives: at the highest dose activation of IL-2 secretion, hits mostly activators; 330,000 tested, under 10 active; further: % of control where 0% means no effect
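Readout: HTRF IL-2, Eu-cryptate/d2 antibody pair, 320nm excitation, 665nm emission. Stimulus: a-CD3 beads, no co-stimulation. Cells: primary human leukocytes. Exposure: 48 hr with compound.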
Coupling enz: counter-screen for Giardia aldolase inhibitors: coupling enzyme system. activity change, negative = inhibition, % at 58.2 µM, hits read low. 290,000 compounds, 0.67% hits. coupling enzyme system counterscreen, AmpLite Red fluorescence; in the data active means activity change below about -30%; further: on the % scale 0 is the no-effect control and ±100 the full control effect
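First, compound is pin-transferred into glyceraldehyde-3-phosphate coupling-enzyme reagent at 57.5 uM final and held 10 min at RT. Next, substrate, coupling system and AmpLite Red are added. After 20 min RT, fluorescence (525/598 nm) is read.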
CXXC DNA block: inhibitors of human MLL CXXC domain-DNA interaction | Q03164 | MLL-CXXC / FITC-HOXA9 DNA fluorescence polarization | Potency, µM (highest dose often 115 µM), for inactives: at the top dose activity change, negative = inhibition, actives largely listed as inhibitors | 290,000 compounds, 0.037% hits | AID 2662; active means well fitted inhibition curve with a large enough effect in the polarisation, with a control signal flat, not every such curve was filed as active; inconclusive means small, poorly fitted or top-dose-only effect, or effect the other way, or a change in a side signal; inactive means no such curve, though single readings can be large or run the other way; the % refers to the polarisation; further: potency means the concentration at half of the fitted maximal effect
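Purified MLL-CXXC (added from a 7 uM solution) was preincubated 5 min at ambient with pinned compounds in 50 mM Tris-HCl pH 7.5, 50 mM NaCl, 1 mM DTT, 0.05% BSA. Fluorescein-labeled HOX-A9 DNA (50 nM solution) followed, 30 min, then polarization read.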
KCNH2 WT inh: KCNH2 (human, wildtype) channel inhibition; U2OS, BacMam KCNH2, thallium flux FluxOr; stronger effect = lower value; activity change, % at 1.84 µM; 340,000 compounds, 0.37% hits; AID 720551;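 active means maximum activity change below -70%; inconclusive means maximum activity change between -70% and -50%; inactive means maximum activity change above -50%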; further: on the % scale 0 is the no-effect control and ±100 the full control effect
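U2OS cells were transduced with wild-type KCNH2 virus (2.03 x 10^8 / mL) for 4 h at room temperature, then cultured overnight at 37 C. Thallium flux was read with FluxOr dye. Rate constants were normalized to DMSO controls.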
TSHR antag: antagonists of human thyroid stimulating hormone receptor. P16473. TSHR-expressing cells, TSH-stimulated cAMP HTRF, 2 h; stronger effect = lower value. activity change, negative = inhibition, % at 11.5 µM. 330,000 compounds, 0.2% hits;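 active means activity change below a set negative limit, meaning inhibition stronger than a set level, cut at about -70% in these data; inconclusive means activity change between two set negative limits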; further: on the % scale 0 is the no-effect control and ±100 the full control effect
Target sequence (P16473 whole entry, looked up): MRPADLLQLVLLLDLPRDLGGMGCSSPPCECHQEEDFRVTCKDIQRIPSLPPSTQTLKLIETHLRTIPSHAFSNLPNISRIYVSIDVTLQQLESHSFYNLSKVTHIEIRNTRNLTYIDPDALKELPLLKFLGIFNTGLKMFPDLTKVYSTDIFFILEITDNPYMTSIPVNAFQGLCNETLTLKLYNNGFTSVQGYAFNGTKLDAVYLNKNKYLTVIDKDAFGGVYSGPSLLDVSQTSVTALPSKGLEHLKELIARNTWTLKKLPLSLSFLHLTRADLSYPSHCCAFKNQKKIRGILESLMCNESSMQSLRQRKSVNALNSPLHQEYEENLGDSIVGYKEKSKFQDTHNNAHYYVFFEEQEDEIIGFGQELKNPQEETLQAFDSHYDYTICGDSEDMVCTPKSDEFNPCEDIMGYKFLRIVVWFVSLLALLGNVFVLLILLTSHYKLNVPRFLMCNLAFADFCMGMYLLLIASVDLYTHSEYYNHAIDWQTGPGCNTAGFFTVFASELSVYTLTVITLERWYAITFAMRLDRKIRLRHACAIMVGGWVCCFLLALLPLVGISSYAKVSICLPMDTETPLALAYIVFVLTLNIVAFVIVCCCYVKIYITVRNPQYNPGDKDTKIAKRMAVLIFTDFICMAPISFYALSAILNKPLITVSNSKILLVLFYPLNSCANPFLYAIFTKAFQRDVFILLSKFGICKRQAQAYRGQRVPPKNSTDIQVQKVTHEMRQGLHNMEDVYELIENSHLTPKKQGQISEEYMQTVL
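TSHR-expressing cells, 200/well, pre-treated with compound, then stimulated with EC80 TSH (4nM final) for 2 hours at 37 deg C. cAMP measured by competitive HTRF: anti-cAMP cryptate antibody in lysis buffer plus cAMP-d2, read after 30 minutes at room temperature.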
BCR signal inh: blocks chronic active B-cell receptor signaling. ABC-DLBCL IkBa-CBG/CBR reporter, luminescence ratio, 4 h. 340,000 compounds, 0.05% hits. Potency, µM (highest dose often 46.1 µM), inactives show at the highest dose ratio change, negative = lower green/red ratio, usual class: inhibitors; active means well fitted inhibition curve with a large enough effect in the signal ratio, with a control signal flat, not every such curve was filed as active; inconclusive means small, poorly fitted or top-dose-only effect, or effect the other way, or a change in a side signal; the % refers to the signal ratio;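 further: potency means the concentration at half of the fitted maximal effect; plate controls were basal doxycycline-induced cells for no effect and cells given 10 µM MG132 for full effect; MG132 reads +100%, hits lower the ratio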
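TMD8 human ABC-DLBCL cells with doxycycline-inducible IκBα–green luciferase fusion and unfused red luciferase, in 0.5% FBS medium; compounds up to 46 uM, 4 h at 37C. Green/red luminescence ratio, filter-overlap corrected, fitted to concentration-response curves.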
Starred values were filed as active, the others as inactive; i = inactive; ? = inconclusive; / = no result given; [ ] = another dose, or the depositor's remark. Unless noted, the call rests on the fitted dose curve; in most records, active means well fitted curve in the direction sought with a large enough effect; inconclusive means small, poorly fitted or top-dose-only effect, or another doubt; inactive means no such curve, though single readings can be large; an effect the other way counts as inactive or inconclusive. Compounds as they come. Share with any hit: about 1.6%.

SMILES | Tb PFK block | AT treatment | Giardia kill | GALK inhibitor | TCR act | Coupling enz | CXXC DNA block | KCNH2 WT inh | TSHR antag | BCR signal inh
CCOc1cc(/C=N/NC(=O)c2nn(C)cc2Br)ccc1OCc1ccccc1 | 2% | -2% | -15 | 3% | -5%[46.1 µM] | 0 | 6% | 4 | -11 | ?
CCOC(=O)C1CCN(C(=O)c2n[nH]c(=O)c3ccccc23)CC1 | -1% | 0% | 8 | 0% | -2% | 3 | 1% | -6 | 15 | 0%
CCC(C)(C)n1nnnc1CN1CCC(c2nc3ccc(C)cc3[nH]2)CC1 | 1% | -9% | 7 | 2% | -5% | 2 | 5% | 52 | -7 | 3%
Cc1cc(C)cc(N(CCC#N)C(=O)COC(=O)c2ccc(OCc3c(C)noc3C)cc2)c1 | -6% | 11% | 9 | / | -20% | / | / | 11 | 4 | -12%
Cc1nnsc1SC(C)C(=O)O (stereo not drawn) | 2% | -5% | 0 | 2% | -1% | 6 | -14% | -22 | -8 | -8%
Cc1cccc(NC(=O)COC(=O)c2ccc3c(c2)OCO3)c1C | 0% | 3% | 5 | -2% | 0% | 3 | -3% | -14 | -3 | -1%
COc1cccc(-c2cc(C(F)(F)F)nc(N3CCN(c4ccccc4)CC3)n2)c1 | 4% | -2% | 20 | 0% | 2% | -2 | -4% | 9 | -7 | -1%
O=C(NCCc1c[nH]c2ccccc12)/C(=C\c1cccnc1)NC(=O)c1cccs1 | -4% | 8% | -4 | 1% | -5%[46.1 µM] | 1 | -3% | 29 | 1 | 0%
Cc1cc(C)cc(-n2c(C)cc(C(=S)N3CCOCC3)c2C)c1 | 0% | -3% | 0 | -4% | -4%[46.1 µM] | -3 | -1% | -9 | -18 | ?
CC(Oc1cc2oc(=O)cc(-c3ccccc3)c2cc1Cl)C(=O)NCC1CCC(C(=O)O)CC1 (stereo not drawn) | 0% | -1% | -5 | / | -3% | 2 | 2% | 3 | -13 | 8%
COC(=O)c1cn(NC(=O)c2ccc(F)cc2)c(=O)c2ccccc12 | 0% | -3% | -4 | / | 0% | 0 | -8% | -10 | / | 8%
Cc1cc(Br)cc(Cl)c1OC(=O)c1cnccn1 | ? | 2% | -11 | 9% | -2% | 1 | 5% | -8 | 4 | -4%
COc1ccc(/C=N/n2c(SC)nnc2-c2ccccc2)c(OC)c1OC | 3% | 22% | -12 | -3% | 5% | 3 | -8% | 10 | 4 | ?
CCN(CC)CCNC(=O)c1ccc(NC(=O)/C=C/c2cc(OC)c(OC)c(OC)c2)cc1 | 1% | -5% | -2 | 10% | 1% | 2 | 22% | i | 3 | -6%
C=CCN1C(=O)C(CC(=O)NCC)SC1=Nc1ccccc1CC (stereo not drawn) | -5% | 5% | 39[activator] | 7% | -3% | 1 | -9% | 11 | -3 | 4%
O=C(COC(=O)c1ncc(Cl)c(Cl)c1Cl)NNC(=O)c1ccccc1 | -7% | -6% | -27 | / | -2% | / | / | -1 | -11 | 0%
CCOC(=O)C1CCN(C(=O)c2ccc3c(Cl)c4c(nc3c2)CCCC4)CC1 | 0% | 15% | 25 | 4% | -11% | 1 | -2% | -6 | -7 | 1%
CC(=O)Nc1ccc(S(=O)(=O)NCc2ccc(C(=O)NCc3ccc(Cl)cc3)cc2)cc1 | 1% | -1% | 8 | -1% | -1% | 7 | 4% | 2 | 8 | -3%
CN(C)S(=O)(=O)c1ccc2c(c1)nc(CCC(=O)O)n2C | 4% | 18% | 5 | -1% | -7% | 5 | 20% | -2 | -21 | 3%
COc1ccc(CC(=O)N/N=C(\C)CC(=O)Nc2ccc(N(C)C)cc2)cc1OC | -6% | -11% | -3 | 5% | 13% | -1 | 4% | -10 | 7 | -1%
CC(=O)c1cccc(CN2CCN(CCC(C)C)C(CCO)C2)c1 (stereo not drawn) | 1% | -4% | -9 | 4% | 1% | 5 | -3% | -6 | -1 | -3%
N#CC(=C1CCCC1)c1nc(-c2ccc(Cl)cc2)cs1 | 4% | 5% | -13 | -2% | 0% | 0 | 8% | -7 | -10 | ?
CC(=O)Nc1ccc(S(=O)(=O)NCC(=O)NNC(=O)c2csc(N3CCOCC3)n2)cc1 | -28% | -2% | -1 | / | -6% | / | / | 6 | 2 | 0%
CCCCN1C(=N)N([C@@H](CCC)CN2CCC[C@H]2CN2C(N)=NC[C@H]2C(C)C)C[C@H]1[C@H](C)CC | 1% | 0% | 7 | / | 0% | / | / | 8 | 12 | -1%
CCOc1ccc(OCCC(=O)N2CCN(S(=O)(=O)c3ccc(OCC)cc3)CC2)cc1 | 3% | -4% | ? | 4% | -4% | -4 | -4% | 8 | -3 | 0%
O=C1NC2=C(C(=O)CCC2)C(c2ccc([N+](=O)[O-])cc2)N1 (stereo not drawn) | 1% | -8% | -17 | 12% | 8% | -1 | 4% | 0 | 3 | 1%
COc1ccc(CNC(=O)COC(=O)c2n[nH]c3ccccc23)cc1 | 4% | 7% | -19 | 3% | -1% | 0 | 3% | 18 | -5 | ?
CN(Cc1ccccc1)C(=O)c1nc2ccccn2c1CN1CCC(N2CCOCC2)CC1 | -22% | -7% | 6 | -1% | -47% | 1 | -8% | -2 | 22 | -2%
O=C(NC1CCCc2ccccc21)C1CCN(S(=O)(=O)c2ccccc2)CC1 (stereo not drawn) | -3% | 4% | 6 | / | 6%[46.1 µM] | 2 | -1% | -5 | -4 | -2%
Cc1ccc(NC(=O)CCNC(=O)Nc2ccccc2)cc1S(=O)(=O)N(C)C | -10% | -1% | -1 | / | 12% | / | / | 5 | -6 | -1%
O=C(NCC(=O)N(c1ccccc1F)C(C(=O)NC1CCCC1)c1cccnc1)c1ccco1 (stereo not drawn) | -2% | 5% | 6 | -1% | 1% | 0 | 3% | 14 | -3 | 0%
COc1ccc(NS(=O)(=O)c2ccc(-c3coc(C)n3)cc2)c(OC)c1 | -7% | -5% | -21 | -1% | -1% | / | 4% | -4 | -13 | -6%
Cc1ccsc1C(=O)OCC(=O)NCC1CCCO1 (stereo not drawn) | 0% | 17% | 9 | 3% | -2% | 1 | 3% | 7 | 3 | 0%
CCCNC(=O)C1CNc2ccccc2O1 (stereo not drawn) | 3% | -3% | -17 | 0% | 5% | 0 | -7% | -1 | 3 | -6%
Cc1ccc(OCC(=O)NCCCNC(=O)c2ccco2)cc1C | 6% | 0% | -1 | 0% | -1% | 1 | 8% | -9 | 0 | -13%
COc1ccc(N=Nc2cc(-c3ccccc3)ccc2O)cc1 | 1% | -1% | 12 | -3% | 1% | 0 | -1% | -1 | 2 | 0%
CCN(CC(=O)Nc1cc(Cl)ccc1C)C(=O)COc1cccc2c1OC(C)(C)C2 | -2% | 4% | -19 | -1% | 4% | -2 | ? | 5 | 18 | -2%
Cc1cc(NC(=O)CCC(=O)N(Cc2ccco2)C(C(=O)NCC2CCCO2)c2ccncc2)no1 (stereo not drawn) | -2% | 1% | -5 | 8% | -39% | 2 | 0% | -2 | 2 | -10%
Cc1cc(C(C)(C)C)oc1C(=O)N(CC(=O)NC1CCCC1)Cc1ccc(F)cc1 | 0% | -3% | 5 | -3% | 3% | 2 | -3% | -11 | 5 | ?
O=C(CSc1ccc(-c2cccc([N+](=O)[O-])c2)nn1)NC1CCCC1 | -2% | 3% | 9 | 0% | -16% | -2 | 4% | -9 | -3 | -4%
COc1ccc(OC)c(S(=O)(=O)Nc2ccc(-c3ccc4nncn4n3)cc2)c1 | -1% | 2% | 0 | / | 4% | / | / | -2 | -9 | 2%
CC(CNC(=O)COC(=O)c1ccco1)c1ccccc1 (stereo not drawn) | 0% | 7% | 6 | / | 3% | / | / | -3 | 10 | 8%
C[C@H](NC(=O)[C@H](Cc1ccccc1)n1c(=O)[nH]c2ccccc2c1=O)C(=O)N1CCC[C@H]1C(=O)O | 0% | -3% | 2 | / | -7% | 1 | -4% | -2 | 3 | 7%
O=C(CC1S/C(=N/N=C/c2ccco2)NC1=O)Nc1ccccc1 (stereo not drawn) | -3% | -1% | 5 | -2% | 3% | 2 | 5% | 11 | -5 | ?
Cc1c(Cl)cccc1NC(=S)N(CCCN1CCOCC1)Cc1ccco1 | -1% | 4% | 15 | 11% | 1% | 2 | 7% | 9 | 6 | -4%
Cc1ccc(C(=O)NCC(=O)OCCOc2ccccc2Cl)cc1 | -1% | 8% | 33[activator] | / | 8% | / | / | 9 | -5 | ?
CC(OC(=O)c1ccc2c(c1)OCCO2)C(=O)c1ccccc1 (stereo not drawn) | 17% | 16% | -24 | / | 5% | / | / | -28 | 1 | 4%

Screening results (PubChem)
